# GLA spleen mod: qHTS Assay for Inhibitors and Activators of Human alpha-Galactosidase From Spleen Homogenate. Potency, µM (top dose mostly 80 µM), without a hit: top-dose activity change, negative = inhibition, most hits filed as inhibitors. Alpha-galactosidase A (Homo sapiens), P06280. AID 2107, 2009. actives 0.008% (n = 240,000). human spleen homogenate, 4MU-alpha-Gal fluorescence, 40 min;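 also: 0% = enzyme with vehicle and -100% = no enzyme basal signal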
#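 Spleen homogenate 1 ug + cpd (titration) + 4-MU-alpha-D-galactopyranoside 1 mM; 37C 40 min; 50 mM citrate/phosphate pH 5.0, 0.01% Tween-20; stop pH 10; fluorescence 365/440; AC50 via Hill.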
# GAA spleen mod: qHTS Assay for Inhibitors and Activators of Human alpha-Glucosidase From Spleen Homogenate | human spleen homogenate, 4-MU-alpha-glucoside fluorescence | Potency, µM (titrated, usually from 79.9 µM), without a hit: at the top dose activity change, negative = inhibition, usual class: inhibitors | actives 0.006% (n = 240,000) | AID 2112, 2009;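 also: 0% = enzyme with vehicle and -100% = no enzyme basal signal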
#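 AC50 values come from Hill-equation fits of concentration-response data, normalized to no-enzyme and full-activity controls. Enzyme source: 1 ug human spleen homogenate; 1 mM fluorogenic 4-MU glucoside, pH 5.0 citrate buffer, 37 C, 40 min.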
# GAA glycogen: qHTS Assay for Inhibitors and Activators of Human alpha-Glucosidase Cleavage of Glycogen. recombinant GAA, glycogen substrate, Amplex Red glucose oxidase fluorescence. actives 0.38% (n = 300,000). AID 2100, 2009. Lysosomal alpha-glucosidase (Homo sapiens), P10253. Potency, µM (highest dose often 76.4 µM), inactives show top-dose activity change, negative = inhibition, most hits filed as inhibitors;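 also: 0% = full enzyme reaction and -100% = no-enzyme basal signal; the screen sought inhibitors and activators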
#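 Natural-substrate format: glycogen cleavage by 4 nM human enzyme, glucose read by Amplex Red coupling (Ex 573, Em 610 nm). Normalized to enzyme and no-enzyme controls.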
# Tau ThT inhib: qHTS for Inhibitors of Tau Fibril Formation, Thioflavin T Binding. actives 2.1% (n = 270,000). Microtubule-associated protein tau (Homo sapiens), P10636. AID 1460, 2008. recombinant tau K18 P301L, heparin-induced fibrillization, ThT fluorescence. Potency, µM (highest dose often 57.4 µM), inactives show top-dose activity, negative = inhibition, hits mostly inhibitors; also: % is scaled to controls: 0 for no effect and ±100 for the full control effect; nearly all actives have a fitted effect of over 55% in size
#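 Recombinant human tau K18 fragment […] carrying P301L, 15 uM unlabeled plus 0.24 uM Alexa 594-labeled, was fibrillized with 20 uM heparin in 100 mM sodium acetate pH 7 for 6 hr at 37 C; 30 uM ThT fluorescence read after 1 hr.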
# GAA inh: qHTS Assay for Inhibitors of Human alpha-Glucosidase as a Potential Chaperone Treatment of Pompe Disease. purified human GAA, 4-MU-alpha-glucoside fluorescence. Potency, µM (doses to about 76.9 µM), for the others: at the highest dose activity change, negative = inhibition, most hits filed as inhibitors. actives 0.005% (n = 200,000). AID 1466, 2008;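 also: plate controls were uninhibited enzyme wells for no effect and no-enzyme background for full effect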
#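 Human enzyme at 4 nM with 400 uM 4-methylumbelliferyl-alpha-D-pyranoside, citrate/phosphate buffer pH 5.0, 0.005% Tween-20, 20 min at room temperature. Compounds up to 77 uM. 4-MU fluorescence (Ex 365/Em 440) read after NaOH/glycine stop; AC50 from Hill fit.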
# Tau fluor counter: Counterscreen qHTS for Inhibitors of Tau Fibril Formation, Fluorescence Polarization | actives 0.93% (n = 280,000) | Potency, µM (titrated, usually from 57.7 µM), inactives show at the top dose activity change, negative = decrease | tau K18 P301L (four-repeat tau fragment) Alexa594 fluorescence, heparin fibrillization; also: % is scaled to controls: 0 for no effect and ±100 for the full control effect; nearly all actives have a fitted effect of over 55% in size
#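 Human K18 P301L tau (15 uM unlabeled plus 0.24 uM Alexa 594-labeled, final) in 100 mM sodium acetate pH 7 was mixed with compound and 20 uM heparin and incubated 6 hr at 37 C.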
# HTT cytoprotect: qHTS Multiplex Assay to Identify Dual Action Probes in a Cell Model of Huntington: Cytoprotection (ATP). AID 1471, 2008. Potency, µM (top dose mostly 56.4 µM), without a hit: cytoprotection (ATP increase), actives largely listed as activators. actives 0.14% (n = 230,000). PC12 HTT-Q103 induced, cytoprotection, ATP luminescence, 40 h;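 also: % of control where 0% means no effect; nearly all actives have a fitted effect of over 45% in size; toxic huntingtin expression switched on by the ecdysone agonist tebufenozide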
#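 PC12 cells with ecdysone-inducible HTT exon 1 Q103-GFP, induced with 100 nM tebufenozide and co-treated with library compounds in a dose series (1536-well, 1500 cells/well). Cytoprotection read as ATP content by ATPlite luminescence.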
# Tau FP inhib: qHTS for Inhibitors of Tau Fibril Formation, Fluorescence Polarization; Potency, µM (highest dose often 57.7 µM), for the others: at the top dose activity, negative = inhibition, actives largely listed as inhibitors; K18 P301L tau heparin fibrillization, Alexa594 FP, 6 h; actives 0.39% (n = 280,000); Microtubule-associated protein tau (Homo sapiens), P10636; also: % is scaled to controls: 0 for no effect and ±100 for the full control effect; nearly all actives have a fitted effect of over 55% in size
#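 Human tau K18 […] P301L fragment, 15 uM unlabeled plus 0.24 uM Alexa 594-labeled tau (final), with compound and 20 uM heparin in 100 mM sodium acetate pH 7; 6 hr at 37 C, then Alexa 594 FP read.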
# An asterisk follows results filed as active; ? = inconclusive; nt = not tested or not shown; [ ] = another dose, or the depositor's remark. Calls follow the shape of the dose curve; as a rule, active = well fitted curve in the direction sought with a large enough effect; inconclusive = small, poorly fitted or top-dose-only effect, or another doubt; inactive = no such curve, though single readings can be large; an effect the other way counts as inactive or inconclusive. Potency is read from the fitted curve at half-maximal effect.
nr | canonical_smiles | GLA spleen mod | GAA spleen mod | GAA glycogen | Tau ThT inhib | GAA inh | Tau fluor counter | HTT cytoprotect | Tau FP inhib
1 | CCn1c(C)[n+](CC(O)COCC2CC=CCC2)c2ccccc21 (stereo not drawn) | 4% | 0% | 14% | -6% | -11% | -6% | -33% | 5%
2 | Cc1ccsc1C(=O)OCC(=O)N1CC(=O)Nc2ccccc21 | 1% | 0% | 1% | 1% | -15% | -1% | 0%[10 µM] | 4%
3 | COCCNC(=O)C1CC2Cn3c(nc4ccccc43)C2N1C (stereo not drawn) | -1% | -1% | 5% | -3% | nt | 0% | 7%[10 µM] | 2%
4 | CCc1cc(=O)oc2cc(C)c(CN3CCCC3)c(O)c12 | -2% | -2% | 5% | ? | -9% | -9% | 3% | -11%
5 | Cc1cc2c3c(c1)C1(C(=O)N3C(C)(C)CC2C)C(C#N)=C(N)Oc2cc(O)ccc21 (stereo not drawn) | -1% | -1% | -2% | -3% | -2% | -26% | -3% | -9%
6 | N#C/C(=C/c1cn(CC(=O)O)c2ccccc12)C(=O)Nc1ccccc1 | 0% | -8% | 7% | ? | ? | -19% | 8%[10 µM] | 0%
7 | O=C(NCCC1=CCCCC1)c1ccc(Cl)c(S(=O)(=O)N2CCOCC2)c1 | 8% | 4% | -1% | -3% | -7% | -9% | -13% | 3%
8 | O=C(O)c1ccccc1SCc1nc2ccccn2c1Br | 2% | -7% | -12% | -4% | 7% | -1% | 1% | 2%
9 | Cc1cc(C)cc(NC(=O)C2CCN(c3nccs3)CC2)c1 | 13% | -10% | 3% | -4% | -1% | -13% | -29%[10 µM] | 5%
10 | CCOC(=O)C1=C(CNCc2ccc(Cl)cc2)NC(=O)NC1c1ccccc1 (stereo not drawn) | nt | nt | -5%[76.3 µM] | -1% | nt | 0% | nt | 5%
11 | CCOc1ccccc1NC(=O)C12CC3CC(C1)CC(c1ccc(C)cc1)(C3)C2 | -1% | 2% | -8% | -9% | -6% | -3% | -34% | 1%
12 | Nc1nc(NCCCN2CCOCC2)nc(Nc2cccc(F)c2)c1[N+](=O)[O-] | -7% | 2% | 2% | -12% | -5%[15.4 µM] | -20% | 11%[10 µM] | -6%
13 | O=C(NC1CC2CCCC(C1)N2Cc1cccs1)N1CCOCC1 (stereo not drawn) | -17% | -3% | 6% | -5% | -8% | 4% | 2%[10 µM] | -2%
14 | CCOc1ccc(NC(=O)C2CC(=O)N(c3ccc(C(C)C)cc3)C2)cc1 (stereo not drawn) | nt | nt | 18%[76.3 µM] | 1% | nt | 1% | nt | 1%
15 | CCOc1ccc(NC(N)=O)cc1OCC | -8% | -5% | 8% | -14% | 5% | -16% | -13% | 12%

# Compound profiles, as listed above. Screens in order: GLA spleen mod | GAA spleen mod | GAA glycogen | Tau ThT inhib | GAA inh | Tau fluor counter | HTT cytoprotect | Tau FP inhib
# Cc1cc(C)cc(NC(=O)C2CCN(c3nccs3)CC2)c1 is entered as 13% | -10% | 3% | -4% | -1% | -13% | -29%[10 µM] | 5%
# CCc1cc(=O)oc2cc(C)c(CN3CCCC3)c(O)c12 is entered as -2% | -2% | 5% | ? | -9% | -9% | 3% | -11%

# Next structures.
nr | canonical_smiles | GLA spleen mod | GAA spleen mod | GAA glycogen | Tau ThT inhib | GAA inh | Tau fluor counter | HTT cytoprotect | Tau FP inhib
16 | COc1ccc(S(=O)(=O)N2CCSC2c2ccc(OC)c(OC)c2)cc1 (stereo not drawn) | ? | -8% | -1% | -10% | -8% | -16% | -20% | -9%
17 | CCCOc1ccc(Nc2nc(SC)ncc2C(=O)OCC)cc1 | nt | nt | -6%[76.3 µM] | ? | nt | -26% | nt | -14%
18 | COc1cccc(NC(=S)N2CCc3cc(OC)c(OC)cc3C2)c1 | -4% | 0% | 4% | -5% | nt | -7% | 13%[10 µM] | ?
19 | Cc1nn(-c2ccccc2)c(N2CCCC2)c1/C=N/NC(=O)c1cc(-c2cccs2)nc2ccccc12 | -16% | 2% | -9% | -14% | -8% | -29% | 4%[10 µM] | 11%
20 | Cc1[nH]c2ccccc2c1C1(O)C(=O)N(Cc2ccc3c(c2)OCO3)c2ccccc21 (stereo not drawn) | 6% | 8% | -10% | ? | -8% | -26% | -86%[inhibitor] | 0%
21 | O=C(Cn1c(=O)nc(-c2ccccc2)c2cc(Cl)ccc21)NCCCc1ccccc1 | nt | nt | 9%[76.3 µM] | ? | nt | -19% | nt | 0%
22 | CCOc1nc(NCCO)nc(Nc2ccc([N+](=O)[O-])cc2)n1 | -14% | -6% | 15% | ? | -2% | -12% | 13%[10 µM] | -13%
23 | CCOC(=O)CNC(=O)c1sc(NC(=O)c2ccccc2F)nc1C | 0% | -7% | 15% | -8% | 3% | 2% | -71%[inhibitor][10 µM] | -11%
24 | Cc1cc(NC(=O)CN(C)S(=O)(=O)c2ccc3c(c2)CCC(=O)N3)ccc1Br | nt | nt | -4%[76.3 µM] | -14% | nt | -27% | nt | -8%
25 | Cc1ccc(OCCn2cc(C#N)c3ccccc32)cc1 | -1% | -3% | -7% | -8% | -3% | -25% | 28%[10 µM] | -9%
26 | CS(=O)(=O)Nc1cccc2[nH]ncc12 | 2% | -1% | 6% | -13% | 2% | -7% | -11% | 3%
27 | CCOC(=O)c1ccc(CNCc2ccc(Br)cc2)cc1 | 2% | 0% | 4% | -2% | 11% | 5% | 22%[10 µM] | -4%
28 | Cc1nc([N+](=O)[O-])c(Br)n1CC(=O)c1ccccc1 | -1% | -4% | 3% | ? | -1% | -20% | -117%[inhibitor] | -2%
29 | Cc1ccc(CNC(=O)c2ccc(C#CC(C)(C)O)s2)cc1 | -9% | -11% | -2% | -20% | -4% | -12% | 21% | -1%
30 | CC1CN(C(=O)c2ccccc2Nc2ccc(SC(F)F)cc2)CC(C)O1 (stereo not drawn) | -5% | -6% | 22% | 0% | -12% | -7% | nt | 5%
31 | CCN1CCN(C(=O)CN(c2ccc(C)cc2)S(C)(=O)=O)CC1 | 3% | 3% | -2% | 9% | 0% | 3% | 6%[10 µM] | 5%

# Nine compounds from above, ordered by molecular weight, smallest number first.
nr | canonical_smiles | GLA spleen mod | GAA spleen mod | GAA glycogen | Tau ThT inhib | GAA inh | Tau fluor counter | HTT cytoprotect | Tau FP inhib
26 | CS(=O)(=O)Nc1cccc2[nH]ncc12 | 2% | -1% | 6% | -13% | 2% | -7% | -11% | 3%
29 | Cc1ccc(CNC(=O)c2ccc(C#CC(C)(C)O)s2)cc1 | -9% | -11% | -2% | -20% | -4% | -12% | 21% | -1%
22 | CCOc1nc(NCCO)nc(Nc2ccc([N+](=O)[O-])cc2)n1 | -14% | -6% | 15% | ? | -2% | -12% | 13%[10 µM] | -13%
28 | Cc1nc([N+](=O)[O-])c(Br)n1CC(=O)c1ccccc1 | -1% | -4% | 3% | ? | -1% | -20% | -117%[inhibitor] | -2%
31 | CCN1CCN(C(=O)CN(c2ccc(C)cc2)S(C)(=O)=O)CC1 | 3% | 3% | -2% | 9% | 0% | 3% | 6%[10 µM] | 5%
17 | CCCOc1ccc(Nc2nc(SC)ncc2C(=O)OCC)cc1 | nt | nt | -6%[76.3 µM] | ? | nt | -26% | nt | -14%
23 | CCOC(=O)CNC(=O)c1sc(NC(=O)c2ccccc2F)nc1C | 0% | -7% | 15% | -8% | 3% | 2% | -71%[inhibitor][10 µM] | -11%
30 | CC1CN(C(=O)c2ccccc2Nc2ccc(SC(F)F)cc2)CC(C)O1 (stereo not drawn) | -5% | -6% | 22% | 0% | -12% | -7% | nt | 5%
24 | Cc1cc(NC(=O)CN(C)S(=O)(=O)c2ccc3c(c2)CCC(=O)N3)ccc1Br | nt | nt | -4%[76.3 µM] | -14% | nt | -27% | nt | -8%
